# Compound activity: PubChem, several laboratories
# E coli Lon inh: E. coli protease La inhibition; actives 0.42% (n = 360,000); AID 602123; purified E. coli Lon protease, fluorescence polarization; inhibition, % at 7.94 µM; in the data active = inhibition above about 13%, passing the limit was not always enough;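 also: 0% = enzyme with probe and DMSO and 100% = no enzyme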
# FAS-TE inh: inhibitors of human fatty acid synthase thioesterase domain. P49327. recombinant FAS-TE, OMFH fluorogenic substrate, fluorescence endpoint. inhibition, % at 15 µM. actives 0.67% (n = 360,000). AID 602261;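 active = compounds whose normalised, plate-corrected inhibition of enzyme fluorescence in the single-dose primary screen is 50% or more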;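 also: 0% = DMSO with enzyme and 100% = substrate without enzyme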
# MsrA inh: bovine MsrA inhibition. purified bovine MsrA, absorbance read-out. inhibition, % at 15.5 µM. actives 0.75% (n = 360,000). AID 651718; in the data active = inhibition above about 4.5%;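 also: 0% = vehicle wells with enzyme and 100% = reference inhibitor wells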
# Rin1-Abl PPI inh: human Rin1-Abl interaction inhibition. TR-FRET Rin1/Abl binding, biochemical. inhibition, % at 7.35 µM. actives 0.4% (n = 360,000). AID 588664; in the data active = inhibition above about 5%, passing the limit was not always enough
# Target sequence (P00519 whole entry, looked up): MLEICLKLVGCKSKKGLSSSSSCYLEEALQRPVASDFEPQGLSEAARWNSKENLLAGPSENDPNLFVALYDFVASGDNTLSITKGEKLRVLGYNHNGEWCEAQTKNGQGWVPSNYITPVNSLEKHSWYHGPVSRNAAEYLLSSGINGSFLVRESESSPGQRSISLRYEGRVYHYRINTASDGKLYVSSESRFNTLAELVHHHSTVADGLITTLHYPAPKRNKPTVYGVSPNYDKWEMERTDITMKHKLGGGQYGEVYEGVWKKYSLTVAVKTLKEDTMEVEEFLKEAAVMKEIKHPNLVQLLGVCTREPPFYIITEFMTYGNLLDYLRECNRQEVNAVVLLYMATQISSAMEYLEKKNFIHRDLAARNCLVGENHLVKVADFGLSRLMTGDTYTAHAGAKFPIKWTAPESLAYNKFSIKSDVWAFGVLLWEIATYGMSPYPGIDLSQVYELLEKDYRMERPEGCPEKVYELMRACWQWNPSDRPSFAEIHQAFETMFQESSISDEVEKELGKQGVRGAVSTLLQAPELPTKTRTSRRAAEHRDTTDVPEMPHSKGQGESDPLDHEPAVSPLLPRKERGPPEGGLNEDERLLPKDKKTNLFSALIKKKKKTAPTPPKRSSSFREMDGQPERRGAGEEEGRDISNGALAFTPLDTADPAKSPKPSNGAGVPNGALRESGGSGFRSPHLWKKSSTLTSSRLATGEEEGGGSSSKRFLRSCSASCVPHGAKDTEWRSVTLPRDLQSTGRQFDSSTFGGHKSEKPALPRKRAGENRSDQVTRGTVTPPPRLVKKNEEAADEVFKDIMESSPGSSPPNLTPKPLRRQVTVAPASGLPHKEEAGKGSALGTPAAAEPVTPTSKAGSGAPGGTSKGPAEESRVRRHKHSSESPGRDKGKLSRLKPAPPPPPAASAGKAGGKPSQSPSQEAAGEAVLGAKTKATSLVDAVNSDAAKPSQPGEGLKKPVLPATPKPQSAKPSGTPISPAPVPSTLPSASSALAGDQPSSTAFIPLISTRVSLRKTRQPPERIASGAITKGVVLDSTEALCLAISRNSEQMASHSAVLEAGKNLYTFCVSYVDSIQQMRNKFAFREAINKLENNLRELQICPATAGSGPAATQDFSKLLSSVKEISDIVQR
# Target sequence (Q13671 whole entry, looked up): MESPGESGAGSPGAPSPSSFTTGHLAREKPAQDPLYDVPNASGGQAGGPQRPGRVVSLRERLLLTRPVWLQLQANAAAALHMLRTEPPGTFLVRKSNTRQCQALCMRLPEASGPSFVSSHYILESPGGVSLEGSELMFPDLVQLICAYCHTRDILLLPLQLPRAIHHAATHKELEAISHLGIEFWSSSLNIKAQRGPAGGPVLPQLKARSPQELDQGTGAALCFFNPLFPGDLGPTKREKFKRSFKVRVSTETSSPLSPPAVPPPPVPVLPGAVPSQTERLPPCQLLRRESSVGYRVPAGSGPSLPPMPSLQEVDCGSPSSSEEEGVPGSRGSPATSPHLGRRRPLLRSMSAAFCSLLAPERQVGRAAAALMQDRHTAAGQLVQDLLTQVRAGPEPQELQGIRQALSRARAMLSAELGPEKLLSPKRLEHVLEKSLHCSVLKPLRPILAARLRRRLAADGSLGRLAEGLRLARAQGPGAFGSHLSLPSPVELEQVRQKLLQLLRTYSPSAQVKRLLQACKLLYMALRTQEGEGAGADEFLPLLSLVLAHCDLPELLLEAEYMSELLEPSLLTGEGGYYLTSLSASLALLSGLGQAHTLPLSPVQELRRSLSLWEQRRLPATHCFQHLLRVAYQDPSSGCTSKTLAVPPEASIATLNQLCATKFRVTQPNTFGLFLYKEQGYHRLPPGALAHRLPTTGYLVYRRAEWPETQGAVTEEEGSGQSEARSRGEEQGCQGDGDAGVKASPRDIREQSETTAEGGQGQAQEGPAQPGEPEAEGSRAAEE
# NRP1-CendR mod: NRP-1/CendR interaction modulation. inhibition, % at 25 µM. actives 0.85% (n = 360,000). O14786. FAM-RPARPAR peptide binding to NRP-1, fluorescence polarization;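 active = inhibition or corrected inhibition above about 18%, plus a signal ratio from 0.5 to 1.5, limit read from the data, passing the limit was not always enough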; also: strong numbers were not always called active
# Neddylation inh: blocks human cullin neddylation. actives 0.58% (n = 360,000). calls only at 25 µM. TR-FRET cullin neddylation, biochemical. P61081+Q13564. AID 651699; in the data active = inhibition above about 36%
# MT1-MMP act inh: MT1-MMP (human) activation inhibition; P50281; HT1080 RFP-PRO-GFP cells, GFP/RFP ratio fluorescence, overnight; percent of plate control window, DMSO zero; GFP/RFP ratio change, % at 20 µM; actives 0.061% (n = 360,000);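 active = GFP/RFP ratio change of at least 30% with cell ATP level not reduced by more than half and red fluorescence within 50% of control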; also: strong numbers were not always called active
#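 Assay system: RFP-PRO-GFP reporter HT1080 cells; read-out basis: GFP/RFP fluorescence ratio; benchmarks: DMSO wells and RFP-L50D-GFP cells; doses: 20 µM single dose, 1% DMSO; schedule: overnight cell settling, then overnight compound exposure, 37 °C, 5% CO2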
# MsrA act: activates bovine MsrA enzyme; activation, % at 10.6 µM; actives 0.3% (n = 360,000); purified bovine MsrA, absorbance read-out; AID 602163; in the data active = activation above about 7.5%;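 also: 0% = vehicle and 100% = reference activator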
# SKN-1 block: C. elegans SKN-1 inhibition | inhibition, % at 21.8 µM | actives 0.49% (n = 360,000) | C. elegans VP596 Pgst-4::GFP/RFP ratio, acrylamide-induced, 24 h;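 active = interference check ratio from 0.5 to 1.5 plus GFP to RFP signal ratio inhibition reaching or exceeding a fixed threshold, cut at about 30% in these data, passing the limit was not always enough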; also: some compounds called inactive have numbers as strong as hits
# Active calls of the source: *; i = inactive; x = no result given.
smiles	E coli Lon inh	FAS-TE inh	MsrA inh	Rin1-Abl PPI inh	NRP1-CendR mod	Neddylation inh	MT1-MMP act inh	MsrA act	SKN-1 block
O=C(Nc1ccc(F)cc1)NC1(C(=O)NCc2cccs2)CCCCC1	-2	-4	-0.7	-2	0	i	2	-3	13
Clc1ccc2c(N/N=C/c3ccccc3Br)ccnc2c1	-2	-6	0.4	3	-7	i	-6	-1	28
COc1ccc(C(=O)Nc2ccc(S(=O)(=O)Nc3nccc(C)n3)cc2)cc1OC	-4	-7	-0.3	-1	-2	i	-1	-3	-2
CC(=O)Nc1ccc(C(=O)OCC(=O)Nc2ccc([N+](=O)[O-])cc2C(F)(F)F)cc1	1	-4	1.7	-1	4	i	1	1	-8
COc1ccc(C(=O)C2CCCN(Cc3ccc4nonc4c3)C2)cc1OC (stereo not drawn)	1	10	0.9	-6	-14	i	-8	-2	12
Cc1ccc(Cl)cc1N1CCN(C(=O)C2CCN(S(=O)(=O)c3cnc[nH]3)CC2)CC1	-1	-91	-0.7	0	3	i	0	-1	0
CC(=O)c1nn(-c2cccc(Br)c2)cc1C(=O)c1ccc(Br)cc1	0	2	-1.8	1	-3	i	0	1	9
Cc1cc(C)c(S(=O)(=O)N2CCN(C(=O)C(C)Cn3nc(C)nc3C)CC2)c(C)c1 (stereo not drawn)	-8	-3	1.3	-1	4	i	1	-3	5

# Remaining list, next part.
smiles	E coli Lon inh	FAS-TE inh	MsrA inh	Rin1-Abl PPI inh	NRP1-CendR mod	Neddylation inh	MT1-MMP act inh	MsrA act	SKN-1 block
CS(=O)(=O)N(CC(=O)NCCSC1CCCCC1)c1cccc(F)c1	5	-8	0.2	-3	-4	i	-2	-1	-1
Cc1ccc(Cn2ccc(NC(=O)c3cc(-c4ccc5c(c4)OCO5)on3)n2)cc1	-4	-8	x	1	-13	i	2	-1	3
O=C(CN1C(=O)NC2(CCCC2)C1=O)Nc1cccc(-c2nnc3n2CCCCC3)c1	-5	-3	0.8	-1	11	i	4	-2	-2
Cc1c(NC(=O)CN2CCN(c3ccccc3)CC2)c(=O)n(-c2ccccc2)n1C	-6	-2	-0.9	-3	-4	i	2	-1	-12
OCCC1CN(Cc2cnc(-c3cccc4ccccc34)nc2)CCN1C1CCCCC1 (stereo not drawn)	-7	-1	-0.1	0	-13	i	1	-4	-10
Cc1ccccc1NS(=O)(=O)c1ccc2[nH]cc(C(=O)NCCCN3CCOCC3)c(=O)c2c1	0	-8	0.1	-2	-2	i	1	0	1
CC1=NN(c2ccccc2)C(=O)/C1=C/c1cn(C)c2ccccc12	8	-4	1.8	-1	17	i	3	1	-15
COc1ccc(NC(=O)COC(=O)C2CCN(C(=O)c3ccc(Cl)cc3)CC2)c([N+](=O)[O-])c1	3	7	0.0	-3	0	i	0	-1	17

# Continuation:
smiles	E coli Lon inh	FAS-TE inh	MsrA inh	Rin1-Abl PPI inh	NRP1-CendR mod	Neddylation inh	MT1-MMP act inh	MsrA act	SKN-1 block
COc1ccc(-c2csc(NC(=O)C3CC(=O)N(Cc4ccccc4)C3)n2)cc1OC (stereo not drawn)	2	-5	1.1	1	-3	i	1	-2	-11
O=C(CCSc1ccccn1)Nc1ccc(Br)cc1	10	-3	-0.1	-1	-7	i	3	-8	9
CCC(C(=O)O)N1C(=O)C2CCCCC2C1=O (stereo not drawn)	-4	-4	0.2	-4	6	i	6	-3	3
CC(=O)Nc1ccc(NC(=O)c2c(-c3ccccc3Cl)noc2C)cc1	6	-5	0.7	3	-6	i	0	2	11
CC(C)(O)C#Cc1ccc(CN2CCN(C3CCCCC3)C(CCO)C2)cc1 (stereo not drawn)	-3	-8	1.2	1	-10	i	-3	-2	7
Cn1c2ccccc2c2c(C(=O)N3CCN(c4ccccn4)CC3)cn(C3CCCC3)c(=O)c21	10	18	1.4	-3	38*	i	3	-3	12
CN1C(=O)c2ccc(NC(=O)c3ccc(N4CCCCC4)c([N+](=O)[O-])c3)cc2C1=O	-10	3	-0.3	4	-1	i	6	-4	10
Cn1c(=O)c2cc(NC(=O)NCc3ccc(F)cc3)ccc2n1C/C=C/c1ccccc1	-19	0	2.0	-2	-11	x	10	-1	2

# Five entries out of the list above, ordered by their value in NRP1-CendR mod, smallest number first.
smiles	E coli Lon inh	MsrA inh	Rin1-Abl PPI inh	NRP1-CendR mod	Neddylation inh	MT1-MMP act inh	MsrA act	SKN-1 block
Cc1ccc(Cn2ccc(NC(=O)c3cc(-c4ccc5c(c4)OCO5)on3)n2)cc1	-4	x	1	-13	i	2	-1	3
CS(=O)(=O)N(CC(=O)NCCSC1CCCCC1)c1cccc(F)c1	5	0.2	-3	-4	i	-2	-1	-1
O=C(Nc1ccc(F)cc1)NC1(C(=O)NCc2cccs2)CCCCC1	-2	-0.7	-2	0	i	2	-3	13
CCC(C(=O)O)N1C(=O)C2CCCCC2C1=O (stereo not drawn)	-4	0.2	-4	6	i	6	-3	3
O=C(CN1C(=O)NC2(CCCC2)C1=O)Nc1cccc(-c2nnc3n2CCCCC3)c1	-5	0.8	-1	11	i	4	-2	-2

# (further entries)
smiles	E coli Lon inh	FAS-TE inh	MsrA inh	Rin1-Abl PPI inh	NRP1-CendR mod	Neddylation inh	MT1-MMP act inh	MsrA act	SKN-1 block
O=[N+]([O-])c1ccc(CN2[C@H](COCc3ccccc3)[C@@H](N3CCCC3)CS2(=O)=O)cc1	-4	33	-1.6	1	10	i	3	-2	15
O=C(C/C=N/OCc1c(Cl)cccc1Cl)c1ccccc1	3	16	-0.6	-9	-3	i	-4	-4	-3
CCOC(=O)c1c(C)[nH]c(C(=O)OCC(=O)N(CC(C)C)c2c(N)n(Cc3ccccc3)c(=O)[nH]c2=O)c1C	-55	-11	-0.9	1	-81	i	-38	-2	13
Cc1cc(C)cc(C(=O)Nc2nc3ccccc3[nH]2)c1	-10	-1	0.6	0	14	i	7	-2	4
CC(=O)Nc1ccc(-c2sc(Nc3ccccc3)n[n+]2C)cc1	0	-4	0.0	-6	1	i	1	-2	10
CSc1nnc(C)c(=O)n1COC(=O)/C=C/c1ccc2c(c1)OCO2	1	-8	2.1	-7	-2	i	-1	-10	-13
COc1ccccc1CNC(=O)c1c(-c2ccccc2)nn(-c2ccccc2)c1C	-8	12	-0.3	4	9	i	-21	-8	2
CC1(C(=O)OCC(=O)Nc2ccc(Cl)cn2)CC1(Cl)Cl (stereo not drawn)	2	10	0.0	6	5	i	1	-4	-10

# Next section.
smiles	E coli Lon inh	FAS-TE inh	MsrA inh	Rin1-Abl PPI inh	NRP1-CendR mod	Neddylation inh	MT1-MMP act inh	MsrA act	SKN-1 block
Cc1cc(C)c(S(=O)(=O)c2ccccc2C)c(Oc2ccccc2)n1	3	15	-0.2	3	7	i	1	-1	14
CCc1cccc(C)c1NC(=O)C1CN(S(=O)(=O)c2ccccc2)CCN1S(=O)(=O)c1ccccc1 (stereo not drawn)	-2	22	-1.2	-3	1	i	-5	-4	3
Nc1c(C(=O)OCC(=O)Nc2ccc(OC(F)F)cc2)[nH]c(=O)[nH]c1=O	-2	-6	-0.4	3	1	i	0	1	1
Cc1ccc(C(=O)COC(=O)COc2ccc(C)c(C)c2)cc1	-10	13	0.4	0	7	i	-1	2	10
CN1CCN(CCCNC(=O)c2ccc(/C=C3\Sc4ccccc4N(Cc4ccccc4F)C3=O)cc2)CC1	-1	9	1.3	0	1	i	-3	-8	1
CCC(c1nnnn1-c1ccc2c(c1)OCCO2)N1CCN(Cc2c(F)cccc2Cl)CC1 (stereo not drawn)	-1	19	0.6	x	-7	i	-6	-3	-5
Nc1[nH]c(=O)nc(Nc2ccccc2)c1N=O	9	-2	2.2	-13	-6	i	0	-3	20
COCOCCn1cc(CN2CCS(=O)(=O)N(Cc3ccc(-c4ccc(OC)c(OC)c4)cc3)C(C)C2=O)nn1 (stereo not drawn)	1	-5	-1.5	-5	5	i	-2	-3	5

# Brought forward from above: 3 compounds; new compounds follow.
# Results follow in this order: E coli Lon inh	FAS-TE inh	MsrA inh	Rin1-Abl PPI inh	NRP1-CendR mod	Neddylation inh	MT1-MMP act inh	MsrA act	SKN-1 block
CCC(c1nnnn1-c1ccc2c(c1)OCCO2)N1CCN(Cc2c(F)cccc2Cl)CC1 (stereo not drawn)
→ -1	19	0.6	x	-7	i	-6	-3	-5
Nc1[nH]c(=O)nc(Nc2ccccc2)c1N=O
→ 9	-2	2.2	-13	-6	i	0	-3	20
COCOCCn1cc(CN2CCS(=O)(=O)N(Cc3ccc(-c4ccc(OC)c(OC)c4)cc3)C(C)C2=O)nn1 (stereo not drawn)
→ 1	-5	-1.5	-5	5	i	-2	-3	5
C#CCSc1nnnn1-c1ccc(OCC)cc1
→ 5	-1	1.2	-2	-2	i	0	-1	-3
Cc1cc(C)c(OCC(=O)OCC(=O)N2CCc3ccccc3C2)c(C)c1
→ 5	12	-2.0	2	7	i	0	-5	-6
Cc1ccc(OCCCC(=O)Nc2cc(Cl)ccc2-n2cncn2)cc1
→ -5	8	-0.8	-4	5	i	0	-2	-17
CSc1ccc(-c2nnn(CC(=O)NCc3ccccc3)n2)cc1
→ -6	2	2.0	3	5	i	5	-1	-22
Cc1ccccc1NC(=O)CSc1nnc(NC(=O)C2CC2)s1
→ -8	-2	1.2	2	10	i	2	-10	-12
Cc1cc(C)cc(N2CCCn3c2nc2c3c(=O)n(CC(=O)OCc3ccccc3)c(=O)n2C)c1
→ -5	22	x	-2	-10	i	3	0	14
S=c1[nH]nc(Cc2ccc(Cl)cc2)o1
→ 8	-5	1.5	0	0	i	1	5	4
CC1CCN(c2ccc(C(=O)O)cc2)CC1
→ -2	0	1.0	1	11	i	-5	-8	-14
Cc1ccc(Cl)cc1N1CCN(C(=O)c2ccc(CS(=O)Cc3ccc(Cl)cc3)o2)CC1 (stereo not drawn)
→ -6	29	0.9	0	3	i	3	-2	4
O=C(O)c1ccoc1CN1CCCCC1
→ 2	-7	-0.9	-4	-14	i	1	6	-19
Cc1cc(S(=O)(=O)Nc2ccc(C(=O)NCc3cccnc3)cc2)ccc1F
→ -17	-3	0.4	2	-7	i	1	-8	2
COc1ccc(C2(c3ccc(O)cc3O)CC(c3ccccc3Cl)NC(=S)N2)cc1 (stereo not drawn)
→ -2	7	1.8	0	1	i	0	-5	-1
CC(C)(C)CNC(=O)c1cc2c(Br)ccc(Br)c2nc1N
→ -2	4	-0.7	x	6	i	4	-3	2
O=C1CC(c2cccs2)c2ccc3ccccc3c2N1 (stereo not drawn)
→ -8	8	0.9	0	12	i	-3	0	11
Cc1c(N)cccc1N
→ 0	-2	1.5	2	10	i	-1	1	-3
C#CCOCCOCCOCCNc1nc(N2CCN(C(=O)Cn3cc(CC(C)O)nn3)CC2)nc(N2CCN(C(=O)[C@H]([C@@H](C)O)n3cc(CCCCN)nn3)CC2)n1 (stereo partly drawn)
→ 16	-11	1.3	1	-15	i	7	-1	0
Cn1cccc1Cc1nnc(SCC(=O)N2CCc3ccccc32)n1-c1ccc(F)cc1
→ 3	6	1.7	-3	-6	i	1	0	1
Cc1ncc([N+](=O)[O-])n1CC(=O)Nc1ccc(Br)cc1
→ 2	6	-0.3	-3	9	i	x	-4	22
CN(C)N1C(N)=C(C#N)C(c2ccc3c(c2)OCO3)C2=C1CC(C)(C)CC2=O (stereo not drawn)
→ -12	-6	0.6	5	5	i	0	-4	1
CC(NS(=O)(=O)c1ccc(Br)cc1)C(=O)NCc1ccc2c(c1)OCO2 (stereo not drawn)
→ 2	0	0.8	4	-2	i	-2	-13	-9
COCCCN1C(=O)C(=O)/C(=C(/O)c2ccc(OC(C)C)cc2)C1c1cccnc1 (stereo not drawn)
→ -10	-2	1.9	-1	1	i	3	-4	12
